PERK inh – human PERK inhibition, primary cell-based screen. CHO PERK-DD fusion, SEAP luminescence translation reporter. inhibition, % at 5.6 µM. hit rate 0.17% among 220,000. AID 1416;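 active means inhibition above the mean inhibition of all tested compounds plus 3 SD, set separately per screening campaign, cut at about 2.9% in these data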;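 further: PERK kinase domain activated by AP20187 dimerizer at 100 nM; 0% = DMSO with dimerizer and 100% = rapamycin at 8.4 µM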
Runt-CBFb FRET – Runt domain-CBFb interaction inhibition; hit rate 0.46% among 220,000; inhibition, % at 20 µM; Cerulean-Runt/Venus-CBFb FRET ratio 530/480, 1 h; AID 1496; Q01196+Q13951;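 active means inhibition over about 50% at 20 µM in the single-dose screen, limit read from the data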;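 further: 0% = DMSO wells and 100% = excess unlabeled CBFb competitor control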
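Buffer or medium: Tris pH 7.5 buffer with BSA. Assay system: Cerulean-labeled Runt domain protein. Amount: each fluorescent fusion protein 100 nM. Read-out basis: loss of energy transfer signal. Incubation: 1 h compound exposure, room temperature. Probe or stimulus: Venus-CBFb binding partner, 100 nM. Detection: FRET, excitation 422 nm, emission at 530 and 480 nm.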
EP2 mod – EP2 receptor (human) modulation. EP2-expressing cells, cAMP HTRF FRET, PGE2 co-stimulation. P43116. hit rate 0.83% among 260,000. induction, % at 25 µM;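 active means compounds whose cAMP rise, as percent of the full-agonist control response, exceeds 60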;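 further: rat C6 glioma line stably carrying human EP2 under a CMV promoter; the protocol text gives 20 µM as final concentration; 100% = response of wells given 1 µM PGE2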
Target sequence (P43116 whole entry, looked up): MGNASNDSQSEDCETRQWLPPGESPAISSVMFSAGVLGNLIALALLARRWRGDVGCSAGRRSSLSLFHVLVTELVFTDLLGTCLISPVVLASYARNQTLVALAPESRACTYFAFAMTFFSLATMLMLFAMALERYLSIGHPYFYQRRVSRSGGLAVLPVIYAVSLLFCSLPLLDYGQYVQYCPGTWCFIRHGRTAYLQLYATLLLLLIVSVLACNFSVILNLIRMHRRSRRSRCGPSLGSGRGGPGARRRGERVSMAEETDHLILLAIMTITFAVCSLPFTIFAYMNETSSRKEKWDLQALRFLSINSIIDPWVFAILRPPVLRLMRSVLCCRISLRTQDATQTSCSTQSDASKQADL
L929 necroptosis – blocks zVAD induced death of L929 cells; viability rescue, % at 10 µM; hit rate 0.38% among 220,000; L929 zVAD necroptosis rescue, ATP luminescence, 24 h; with zVAD 60 µM;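 active means activation, scaled between plate controls, above about 75%, limit read from the data; inactive means activation under that limit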;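 further: 0% = zVAD with DMSO and 100% = DMSO alone without zVAD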
TNF death inh – blocks TNF-alpha induced death of Jurkat FADD-/- cells. hit rate 0.068% among 220,000. Jurkat FADD-/- TNF necroptosis rescue, ATP luminescence, 24 h; 0 = TNF only, 100 = no-TNF cells. activation (protection from cell death), % at 10 µM. AID 463075;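 active means activation, meaning protection from cell death, of at least 50% relative to plate controls; inactive means activation below 50%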;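 further: necroptosis triggered by 40 ng/mL TNF-alpha added together with compound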
EP2 antag – blocks the human prostaglandin E2 receptor EP2. P43116. inhibition, % at 25 µM. C6 glioma cells expressing human EP2, cAMP TR-FRET; cells stimulated with saturating PGE2. hit rate 0.52% among 260,000;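 active means percent inhibition above 40 after rounding to a whole number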;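 further: rat C6 glioma host cells with rolipram phosphodiesterase inhibitor present; the protocol text gives 20 µM as final concentration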
Runt-SMMHC FRET – blocks binding of human RUNX1 Runt domain to CBFb-SMMHC | Cerulean-Runt/Venus-CBFb-SMMHC FRET ratio 530/480, 1 h | Q01196+Q13951 | hit rate 0.74% among 220,000 | AID 1434 | inhibition, % at 20 µM;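 active means mean inhibition across duplicate retests at 20 µM reaching about 50%, limit read from the data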;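 further: 0% = DMSO wells and 100% = wells with excess untagged CBFb-SMMHC; inhibitors lower the FRET ratio by blocking Runt binding to CBFb-SMMHC; some results filed as inactive read as strong as hits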
RBBP9 inh – human RBBP9 hydrolase inhibition; O75884; recombinant RBBP9, FP-Rh probe fluorescence polarization; AID 1515; hit rate 0.2% among 220,000; inhibition, % at 7.94 µM;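 active means inhibition above the campaign mean of all tested compounds plus 3 SD, cut at about 14% in these data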;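 further: plate controls were DMSO wells with RBBP9 for no effect and wells lacking RBBP9 protein for full effect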
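Measured by: FP readout at 525/598 nm; material: recombinant human RBBP9; also added: Serine-hydrolase probe FP-Rh, 375 nM pre-mixing; medium: Tris buffer pH 8.0, NaCl, Pluronic; replication: one well per compound; doses: one concentration, 7.94 µM nominal, 0.794% DMSO; timing: preincubation 30 min plus labeling 45 min at 25 °C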
Hck Nef HTS – human Hck-Nef kinase inhibition; P08631; Recombinant Hck-YEEI plus Nef, Z-Lyte FRET kinase assay; inhibition, % at 20 µM; hit rate 0.68% among 220,000; AID 463187;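 active means Hck-Nef kinase inhibition above about 50%, limit read from the data; inactive means inhibition below that limit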;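 further: 0% = DMSO with Hck plus Nef and 100% = Hck alone without Nef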
Target sequence (P08631 whole entry, looked up): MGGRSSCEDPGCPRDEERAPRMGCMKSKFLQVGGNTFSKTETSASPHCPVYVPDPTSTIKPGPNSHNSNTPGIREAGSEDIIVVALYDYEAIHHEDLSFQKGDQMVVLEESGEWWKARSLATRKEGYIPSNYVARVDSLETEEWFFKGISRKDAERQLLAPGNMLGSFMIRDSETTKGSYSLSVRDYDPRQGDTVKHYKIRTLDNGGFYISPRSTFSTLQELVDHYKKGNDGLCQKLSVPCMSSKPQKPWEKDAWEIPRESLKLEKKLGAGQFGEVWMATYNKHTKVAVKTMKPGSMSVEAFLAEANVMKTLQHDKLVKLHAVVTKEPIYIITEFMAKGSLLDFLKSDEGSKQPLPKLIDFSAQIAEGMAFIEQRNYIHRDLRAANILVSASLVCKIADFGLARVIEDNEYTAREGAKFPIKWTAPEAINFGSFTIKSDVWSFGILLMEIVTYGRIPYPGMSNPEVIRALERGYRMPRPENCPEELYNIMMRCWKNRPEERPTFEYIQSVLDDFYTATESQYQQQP
* marks the source's active call; other numbers are inactive results; nt = no result given; & = joins results of further samples. This is a subset (hit frequency here may not be typical).

smiles	Runt-CBFb FRET	PERK inh	L929 necroptosis	TNF death inh	Runt-SMMHC FRET	RBBP9 inh	EP2 antag	Hck Nef HTS	EP2 mod
O=C(c1ccccc1F)N1CCN(Cc2ccccc2F)CC1	1	-0.4	1.6	0.2	2	-8	1	-18	27
COc1ccc(C(C)N2CC34C=CC(O3)C(C(=O)OCC(C)C)C4C2=O)cc1 (stereo not given)	0	0.1	0.9	-0.4	-1	-4	4	18	13
CCOC(=O)N1CCN(CCC(=O)Nc2cc(OC)cc(OC)c2)CC1	-3	0.4	0.4	0.4	-1	-1	13	6	10
COc1ccc(C=C(C(C)=O)C(C)=O)cc1OC	-2	1.0	1.0	-3.1	4	3	12	2	23
CCCc1ncc(C(O)c2cccc(OC)c2OC)n1C (stereo not given)	-2	1.4	0.0	1.1	3	-1	5	0	-1
Cc1ccccc1C(=O)N1CCN(C(c2ccccc2)c2ccccc2)CC1	0	-1.7	0.1	-2.0	-4	-11	13	13	-18
COc1nccnc1NS(=O)(=O)c1ccc(NC(=S)NC(=O)/C=C/c2ccccc2)cc1	-2	0.0	33	5.5	-4	-9	27	3	-12
O=C(O)c1c2c(nc3ccccc13)/C(=C/c1ccc(O)cc1)CC2	20	1.0	5.6	-1.0	86*	-12	9	-19	11
COc1ccc(C(=O)Nc2sc3c(c2C(=O)NCc2ccco2)CCCC3)cc1OC	-3	-0.6	-0.1	-3.2	2	-8	13	35	43
CC(=O)C1C(c2cccc(F)c2)c2c(n[nH]c2C)CC1(C)O (stereo not given)	0	0.3	0.0	2.4	1	10	4	19	26

The results go on.
smiles	Runt-CBFb FRET	PERK inh	L929 necroptosis	TNF death inh	Runt-SMMHC FRET	RBBP9 inh	EP2 antag	Hck Nef HTS	EP2 mod
COc1ccc(CN2CCOCCOCCN(Cc3ccc(OC)cc3)CCOCCOCC2)cc1	1	0.7	-0.3	10	-2	10	6	7	-9
COC(=O)c1ccc(C)c(NC(=O)c2ccc(Cn3cc([N+](=O)[O-])cn3)o2)c1	1	-0.9	nt	1.9	0	-10	10	5	20
OCCNc1ccc(Cl)cc1	-1	1.6	0.2	-2.2	0	-11	16	3	14
O=C(COC(=O)/C=C/c1cccc([N+](=O)[O-])c1)NCc1ccco1	-1	0.2	1.2	-3.5	0	-10	3	19	-27
COC(=O)c1ccc(/C=N/N2CCN(Cc3ccc(Cl)cc3)CC2)cc1	-1	1.0	-0.1	-0.4	2	-8	5	13	3
CCSc1ccccc1C(=O)N1CCN(Cc2ccc3c(c2)OCO3)CC1	2	0.4	0.0	-0.5	-5	7	4	7	1
Cc1cccc(OCC(=O)Nc2sc3c(c2C#N)CCC3)c1	-1	1.0	0.2	-1.3	3	0	6&38	0	-31&17
COc1ccc(/C=N/NC(=O)c2nc(-c3ccccc3)n(-c3ccccc3)n2)c(O)c1	25	0.7	15	-7.1	51	5	10	5	23
CCOc1ccccc1NC(=O)c1ccc(OCC)c([N+](=O)[O-])c1	-2	1.2	0.2	0.8	-1	2	5	7	-7
CCCc1c(C(=O)Nc2ccc(N3CCOCC3)cc2)cnn1-c1ccccc1	0	-0.6	1.1	1.6	-3	8	13	0	-15

Further entries follow.
smiles	Runt-CBFb FRET	PERK inh	L929 necroptosis	TNF death inh	Runt-SMMHC FRET	RBBP9 inh	EP2 antag	Hck Nef HTS	EP2 mod
CN(C)N1C(N)=C(C#N)C(c2cccc3ccccc23)C2=C1CC(c1ccccc1)CC2=O (stereo not given)	4	-0.5	0.8	-5.7	-1	-11	13	5	19
CCCCN1C(=O)C(NC(=O)c2cccnc2)(C(F)(F)F)C2=C1CC(C)(C)CC2=O (stereo not given)	-2	-0.8	-0.2	-1.4	-6	-10	6	1	-9
O=c1cc(CNc2ccc(Br)cc2)nc2sccn12	-3	-0.1	-0.1	31	2	-3	4	3	-30
CCCC(=O)c1ccc2c(c1)OCCO2	0	-1.1	0.1	-0.4	0	3	13	-2	14
Cc1ccccc1COCCN1CCN(S(=O)(=O)c2ccccc2)CCC1=O	0	nt	-0.4	2.7	1	nt	5	25	-14
COc1cc(S(=O)(=O)NCCCN2CCOCC2)ccc1Cl	1	2.9*	0.1	1.1	3	3	15	-2	5
CC(=O)NC12CC3CC(C1)CC(C(=O)OCC(=O)Nc1ncc(Cl)c(C)c1Cl)(C3)C2	-2	-0.2	0.9	0.0	-4	-4	6	5	17
COc1ccc(S(=O)(=O)N2CCN(c3ccc4nnc(-c5ccc(F)cc5)n4n3)CC2)cc1	-1	-0.3	10	-6.0	-2	-1	12	3	-20
CCCCOc1ccc(C(=O)Nc2ccc(SC(F)F)cc2)cc1OC	1	-0.8	2.5	3.3	0	-9	8	-3	4
COc1ccc(C2=C/C(=C\c3cccc(OC(C)=O)c3)C(=O)O2)cc1	-36	0.4	1.7	1.0	39	-15	13	1	-3

Remaining list, next part
smiles	Runt-CBFb FRET	PERK inh	L929 necroptosis	TNF death inh	Runt-SMMHC FRET	RBBP9 inh	EP2 antag	Hck Nef HTS	EP2 mod
Cc1cc(Cl)ccc1NC(=S)NCc1ccco1	5	0.4	0.1	-6.6	2	-2	7	2	7
O=C(Nc1ccncc1)c1cncc(Br)c1	0	0.5	0.6	-1.9	8	2	9	-3	3
O=C1C2(CCC13COC(c1ccc(O)cc1)OC3)COC(c1ccc(O)cc1)OC2 (stereo not given)	-3	0.5	-0.1	-3.7	5	-1	6	2	-36
CN(C)N1C(N)=C(C#N)C(c2cccs2)C2=C1CCCC2=O (stereo not given)	1	0.4	1.1	1.9	-5	2	6	13	15
O=C(CCN1C(=O)c2ccccc2C1=O)OCN1C(=O)c2ccccc2C1=O	-1	0.1	0.0	-0.6	-1	-8	9	1	-56
COC(=O)c1sc2ccccc2c1NC(=O)c1ccc(S(=O)(=O)N2CCCCC2C)cc1 (stereo not given)	-2	-0.1	1.0	1.4	0	-2	9	4	23
CCN(CC)c1ccc(/C=N/NC(=O)c2ccc([N+](=O)[O-])cc2)cc1	-4	-0.4	19	1.3	2	-1	5	26	-1
O=S(=O)(Nc1ccc(-c2csc(-c3ccccc3)n2)cc1)c1ccccc1	1	1.6	2.0	7.7	6	-36	10	-17	1
CC(C)(C)c1ccc(-c2nnc(N)o2)cc1	3	1.6	1.9	3.1	-1	-1	8	5	9
CCC(=O)Nc1cccc(C(=O)/C=C/c2ccccc2)c1	0	0.6	1.4	-17	-1	-2	21	2	-21

(more compounds)
smiles	Runt-CBFb FRET	PERK inh	L929 necroptosis	TNF death inh	Runt-SMMHC FRET	RBBP9 inh	EP2 antag	Hck Nef HTS	EP2 mod
O=C(CN1CCCC1)Nc1ccccc1Cl	1	0.5	0.1	0.4	-3	2	8	0	11
COC(=O)C1CSC(C(=O)OC)N1C(=O)Nc1c(C)cccc1C (stereo not given)	-1	0.6	-0.3	-1.8	3	-7	3	-1	27
COc1cc(/C=C/c2nnc3c4ccccc4ncn23)cc(OC)c1OC	-3	0.2	0.8	-4.3	1	-2	10	1	-14
CC(C)c1onc(C(=O)Nc2sc3c(c2C#N)CCC3)c1[N+](=O)[O-]	8	1.5	0.3	0.3	0	-6	2	2	-4
Fc1ccccc1-c1nc2ccccc2[nH]1	0	0.0	8.6	-2.4	-8	-7	11	17	-22
CC(=O)Oc1ccc(N2C(=O)CC(N3CCOCC3)C2=O)cc1 (stereo not given)	2	0.1	-0.6	0.3	3	-9	17	-7	20
CCOC(=O)Cn1nnnc1CN1CCN(c2ccc(OC)cc2)CC1	1	1.5	-0.6	-0.7	4	-5	3	7	10
COCCN1C2=C(COC(C)(C)C2)C(=S)NC1c1ccccc1 (stereo not given)	5	0.8	0.3	2.4	-4	7	10	2	22
Cc1ccc(-n2nc(C)c(=O)c(-c3ccccc3)c2NC(=O)C(C)C)cc1	-1	0.6	0.2	-0.5	-2	-8	3	25	0
CC(C)(C)OC(=O)N/N=C/c1ccc(N2CCOCC2)s1	-9	-0.1	0.7	2.5	-49	0	7	2	-23

New compounds follow
smiles	Runt-CBFb FRET	PERK inh	L929 necroptosis	TNF death inh	Runt-SMMHC FRET	RBBP9 inh	EP2 antag	Hck Nef HTS	EP2 mod
COc1ccc(-n2c(Cc3cccn3C)nnc2SCC(=O)Nc2ccc3c(c2)OCO3)cc1	3	-0.4	-1.0	0.8	-2	-7	8	-6	19
CC(C)=CC(=O)OCC(=O)Nc1cc(C)cc(C)c1	2	2.1	0.6	-0.5	-4	2	6	-7	4
COc1ccc(CCC(C(O)C(F)(F)F)S(=O)c2ccccc2)cc1 (stereo not given)	34	0.2	0.2	-0.9	20	0	1	1	-7
O=[N+]([O-])c1ccc(O)c(/C=N/n2c(CO)nc3ccccc32)c1	-1	1.3	0.9	-0.5	-4	1	7	-4	-29
COC(=O)c1cc(-c2ccccc2)n[nH]1	2	1.5	5.8	-1.3	2	-3	27&15	7	6&-88
O=C(CSc1nnc(-c2ccncc2)n1C1CCCCC1)Nc1cccc(O)c1	-2	-0.1	1.2	1.0	0	-7	5	1	-13
COc1cc(C2C3=C(CCCC3=O)Nc3[nH]n(-c4ccccc4)c(=O)c32)cc(OC)c1OC (stereo not given)	-1	0.5	2.1	2.0	4	-1	8	23	16
C/C(CC(=O)NC(C)(C)C)=N\NC(=O)c1ccccc1N	-2	0.3	-0.9	-0.4	-1	-10	6	15	-15
Cc1cc(C(F)(F)F)nn1CC(=O)N1CCOCC1	2	0.6	-0.4	0.6	-5	1	7	-26	10
S=c1sc2c(N3CCOCC3)ncnc2n1-c1ccccc1	0	1.0	-0.1	0.0	-6	-6	7	0	1
Cc1cc(C)cc(OCC(O)CN2CCN(Cc3ccc4c(c3)OCO4)CC2)c1 (stereo not given)	-3	0.3	-0.5	-1.4	-4	1	6	16	-57
Cc1cc(C(=O)NNc2ccccc2F)no1	0	0.3	-1.2	-0.1	2	-3	8	12	-20

Compound activity as filed in PubChem.
